Screens (PubChem BioAssay)
Giardia FBPA inh – blocks Giardia fructose-bisphosphate aldolase activity | A8B2U2 | purified Giardia FBPA | Potency, µM (titrated, usually from 59.6 µM), inactives show at the highest dose activity, negative = inhibition, most hits filed as inhibitors | actives 0.71% (n = 290,000) | AID 2451; note: potency is the fitted concentration of half-maximal effect; % is set by controls: 0 for no effect and ±100 for the full control effect; nearly all actives have a fitted effect of over 55% in size
Target sequence (A8B2U2 whole entry, looked up): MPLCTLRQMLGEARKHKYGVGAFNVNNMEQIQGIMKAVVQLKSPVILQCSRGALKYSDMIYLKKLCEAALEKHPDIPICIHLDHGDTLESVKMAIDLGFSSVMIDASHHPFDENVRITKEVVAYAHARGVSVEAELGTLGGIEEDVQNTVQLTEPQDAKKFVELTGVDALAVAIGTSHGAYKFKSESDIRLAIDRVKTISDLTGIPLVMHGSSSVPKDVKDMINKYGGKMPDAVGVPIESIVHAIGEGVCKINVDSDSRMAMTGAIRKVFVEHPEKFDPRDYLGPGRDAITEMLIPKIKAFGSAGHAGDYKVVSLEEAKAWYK
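40 nM FBPA preincubated 10 min at RT with compound (up to 57.5 uM final), then substrate plus GAPDH/TPI/NAD/arsenate coupling and diaphorase/resazurin added. Fluorescence read after 20 min at RT, 525/598 nm.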
Shiga inhibitor – blocks Shiga toxin action in Vero cells | Vero cells, Shiga toxin protein synthesis inhibition reporter | inhibition, % at 38.7 µM | actives 9.2% (n = 290,000); in the data active = inhibition mostly above about 28%, no sharp cut-off; inactive = mostly below about 43%; note: 0% is about no effect
AmpC inh detg – inhibitors of E. coli AmpC beta-lactamase with detergent; Potency, µM (highest dose often 114 µM), for the others: at the top dose activity change, negative = inhibition, usual class: inhibitors; actives 0.041% (n = 370,000); AmpC hydrolysis of nitrocefin, absorbance 480 nm, 0.01% Triton; P00811; AID 485294;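 note: potency is the fitted concentration of half-maximal effect; 0% = no-compound wells and -100% = no-enzyme wells; nearly all actives have a fitted effect of over 25% in size; some results filed as inactive show a strong effect at the top dose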
Target sequence (P00811 whole entry, looked up): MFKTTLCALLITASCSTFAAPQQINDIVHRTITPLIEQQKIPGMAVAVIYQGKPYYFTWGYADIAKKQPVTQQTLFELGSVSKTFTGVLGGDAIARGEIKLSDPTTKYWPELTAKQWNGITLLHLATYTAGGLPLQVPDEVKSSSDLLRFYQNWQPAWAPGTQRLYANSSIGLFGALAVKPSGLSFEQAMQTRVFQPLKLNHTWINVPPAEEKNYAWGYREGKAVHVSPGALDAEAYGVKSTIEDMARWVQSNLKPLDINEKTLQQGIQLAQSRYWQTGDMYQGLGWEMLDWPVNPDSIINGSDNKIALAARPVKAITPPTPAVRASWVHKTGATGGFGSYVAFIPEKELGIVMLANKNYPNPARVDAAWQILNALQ
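20 mM phosphate pH 7.0 + 0.01% (detergent screen) or 0.0001% Triton X-100; 5.3 nM AmpC reagent; cpd preinc 15 min RT; nitrocefin (800 uM stock) to start; A480 q20 s × 4 min; Activity was normalised to no-enzyme and no-compound control wells.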
AmpC no deterg – blocks E. coli AmpC beta-lactamase in detergent-free assay; P00811; AID 485341; actives 0.52% (n = 330,000); AmpC nitrocefin hydrolysis, absorbance 480 nm, 0.0001% Triton; Potency, µM (series often up to 57.1 µM), without a hit: at the top dose activity change, negative = inhibition, hits mostly inhibitors;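 note: potency is the fitted concentration of half-maximal effect; plate controls were no compound for no effect and no enzyme for full effect; nearly all actives have a fitted effect of over 20% in size; some results filed as inactive show a strong effect at the top dose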
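AmpC (5.3 nM in the dispensed reagent) in 20 mM phosphate pH 7.0 with 0.01% (detergent screen) or 0.0001% Triton X-100 was preincubated with compounds for 15 min at room temperature. Nitrocefin was then added from an 800 uM solution, and hydrolysis was followed at 480 nm.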
HCMV antiviral – inhibitors of human cytomegalovirus; HFF cells, HCMV-luciferase reporter, 72 h; active compounds read low; activity change, negative = inhibition, % at 57.5 µM; actives 4.5% (n = 410,000); AID 1259415; in the data active = activity change below about -60%; inconclusive = no clear call, values can overlap the other calls; inactive = above about -39%; note: % is set by controls: 0 for no effect and ±100 for the full control effect
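Cell-based, HFFs, 1000 cells/well, 16 h 37C; cpds in DMSO + HCMV-luc, MOI 1 PFU/cell; 72 h 37C; OneGlo luminescence after 5 min RT; norm. to buffer vs Salinomycin 10uM.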
CHX counter – counter-screen hit for Shiga toxin inhibitors, cycloheximide. cell reporter, cycloheximide protein synthesis inhibition counterscreen. max response, %. actives 12% (n = 300,000); in the data active = max response mostly above about 13%, no sharp cut-off; inactive = mostly below about 14%; note: read at 38.3 µM for the half of the compounds with a filed dose; 0% is about no effect
AMA1-RON2 inh – inhibitors of Plasmodium falciparum AMA1-RON2 interaction. AlphaScreen AMA1-biotinylated RON2 peptide binding. Potency, µM (titrated, usually from 58.2 µM), without a hit: top-dose activity change, negative = inhibition, most hits filed as inhibitors. actives 0.2% (n = 360,000). AID 720542;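 note: potency is the fitted concentration of half-maximal effect; 0% = vehicle wells and -100% = peptide control; nearly all actives have a fitted effect of over 45% in size; some results filed as inactive show a strong effect at the top dose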
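AMA1 (3D7) with his tag at 25 nM final met compounds first, then biotinylated RON2 peptide at 25 nM; detection used donor plus acceptor beads, 10 µg/mL apiece, read by AlphaScreen after 30 min at room temperature.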
* = called active by the depositor; ? = inconclusive; · = no result given; & = joins results of further samples; [ ] = another dose, or the depositor's remark. Unless noted, calls come from the whole dose curve; as a rule, active = well fitted curve in the direction sought with a large enough effect; inconclusive = small, poorly fitted or top-dose-only effect, or another doubt; inactive = no such curve, though single readings can be large; an effect the other way counts as inactive or inconclusive.

SMILES | Giardia FBPA inh | Shiga inhibitor | AmpC inh detg | AmpC no deterg | HCMV antiviral | CHX counter | AMA1-RON2 inh
Cc1cc(C)cc(NC(=O)CN2CCN(c3ccccc3)CC2)c1 | 3% | 14 | -1% | 63%[activator] | 60 | 2 | -1%
FC(F)(F)c1cccc(N2CCNCC2)c1 | -11%&2% | 11 | -3% | -15% | · | -8 | ·
Cc1ccccc1-n1c(/C=C/c2ccc(N(C)C)cc2)nc2ccccc2c1=O | · | -6 | 13% | · | -82* | -2 | ·
O=C(Nc1ccc(S(=O)(=O)NCc2cccnc2)cc1)c1ccccc1Cl | -3% | -13 | ? | -2% | ? | -2 | -6%
CCn1ccc(C(=O)N2CCOCC2)n1 | 3% | -13 | -13% | -10% | -14 | 11 | -7%
O=C(Nc1ccc(-n2cnnn2)cc1)C(c1ccccc1)c1ccccc1 | 0% | 11 | -13% | -22% | 1 | -2 | 1%
Cc1cc(C)cc(NC(=O)CSc2nc3[nH]c(=O)cc(O)c3s2)c1 | 5% | 7 | 2% | 62%[activator] | 13 | -1 | -5%
CC1CN(S(=O)(=O)N(C)C)CCN1S(=O)(=O)N(C)C (stereo not given) | 1% | -6 | -16% | -31% | 8 | -9 | -13%
COc1ccc(Cl)cc1NC(=O)CN1CCN(Cc2ccccc2)CC1 | 2% | · | -18% | 108%[activator] | -27 | -1 | -21%
CCNC(=O)NNC(=O)C1CC(c2cccs2)=NO1 (stereo not given) | 5% | -1 | -4% | -36% | 9 | 1 | 11%
COc1cc(C(=O)Nn2c(O)c(C3=c4ccccc4=NC3=O)sc2=S)ccc1O | ? | -6 | 1% | -50% | 0 | -3 | 23%
CO/N=C/CC(=O)c1cnc(-c2ccccc2)s1 | -19% | 40 | 9% | -31% | ? | 19* | -1%
O=C(COc1ccccc1Cl)Nc1ccc(C(=O)O)cc1NC(=O)COc1ccccc1Cl | · | 16 | -3% | -17% | -9 | 9 | -24%
CC(=O)c1cccc(NC(=O)COc2ccccc2)c1 | 0% | 67 | -1% | 1% | 14 | 18* | 10%
COc1cccc(NC(=O)Nc2cnccn2)c1 | -5% | 62 | 0% | -41% | -69* | 20* | 6%
COc1ccc(N(CC(=O)N2CCOCC2)S(C)(=O)=O)c(OC)c1 | 9% | -7 | 2% | -11% | 90 | 1 | -13%
Cc1c(C(=O)Nc2ccccc2N2CCN(C)CC2)oc2ccc(F)cc12 | · | · | -13% | 5% | 23 | · | -18%
CC(C)(C)C(=O)NC(=S)Nc1ccc(Cl)c(C(=O)O)c1 | 27% | 26 | -5% | 23% | 16 | 7 | -1%
COc1cccc(CNC(=O)CCC2CCCN(C(=O)c3csc(C(C)C)n3)C2)c1 (stereo not given) | 2% | 17 | 8% | 52% | 17 | 0 | 6%
CNc1nc(Nc2ccc(C(C)=O)cc2)nc(OC(C(F)(F)F)C(F)(F)F)n1 | -3% | -16 | -1% | 17% | -32 | 7 | 1%
CCOC(=O)C1CCN(C(=O)c2cccc(NS(=O)(=O)c3ccc(Br)cc3)c2)CC1 | · | · | -6% | 0% | 84 | · | -5%
O=C(CNC(=O)C(c1ccccc1)c1ccccc1)OCC(=O)c1cccs1 | 6% | -9 | ? | -41% | -37 | -1 | 0%
NS(=O)(=O)c1cc(C(=O)OCC(=O)Nc2ccc(N3CCCCC3)cc2)ccc1Cl | -5% | 7 | 8% | -35% | 0 | 13* | -2%
O=C(OCC(=O)N1CCN(c2ccccc2)CC1)c1ccccc1NCCO | · | · | -22% | 24% | -12 | · | 3%
O=C(CSc1nc2nn(-c3ccccc3)c(=O)c-2c2n1CCCCC2)NCCc1ccccc1 | -2% | -11 | ? | -29%[11.4 µM] | -34 | 0 | 4%
Carrying on.
SMILES | Giardia FBPA inh | Shiga inhibitor | AmpC inh detg | AmpC no deterg | HCMV antiviral | CHX counter | AMA1-RON2 inh
COc1ccc(-c2nc(SC(C)C(=O)NCC3CCCO3)n[nH]2)cc1 (stereo not given) | · | · | -13% | -20% | 13 | · | 7%
O=C(NC(=S)Nc1ccccc1Br)c1ccco1 | -13% | 99* | 4% | -16% | 30 | 54* | 3%
Cc1ccc(Nc2nc(C(=O)N3CCC(C(=O)NCCN4CCOCC4)CC3)cs2)cc1 | 0% | 24 | 1% | 64%[activator] | 27 | 13 | -1%
CN(CC(=O)Nc1ccc(F)c(F)c1F)C(=O)CCCSc1nc2ccccc2[nH]1 | · | · | ? | -16% | 3 | · | 21%
COC(=O)c1c(NC(=O)C2CC=CCC2C(=O)O)sc(C)c1C (stereo not given) | 32% | -6 | 0% | -10% | -6 | 9 | 0%
O=C(N=C1SC2CS(=O)(=O)CC2N1c1ccc(F)cc1F)C1CC1 (stereo not given) | · | -8 | 7% | -25% | -23 | 5 | -2%
Cc1c(C(=O)Nc2ccc(F)c(F)c2)oc2ccc(S(=O)(=O)N3CCCCC3)cc12 | -7% | 24 | 0%&-2% | -40% | -20&-15 | 1 | 4%
O=C(CSc1ccc(Cl)cc1)N1CCOCC1 | 5% | 68* | ? | -6% | -5 | 29* | -4%
Cc1ccc(/C=N/N2CCN(c3ccccn3)CC2)cc1 | 0% | 64* | 2% | -3% | -28 | 47* | ?
CC(=O)Nc1ccc(SC[C@H](C)CN2CC[C@H](O)CCC2=O)cc1 | · | · | 7% | -5% | 7 | · | 6%
C=CCO/N=C(/C)c1ccc(Oc2cnccn2)cc1 | -3% | 47* | 10% | -2% | 3 | 27* | 0%
COC(=O)Cc1c(C)nc2nc(-c3cccnc3)[nH]n2c1=O | -9% | -8 | 2% | -6% | 21 | 4 | 18%
O=C(CNC(=O)c1ccccc1)OCCOc1cccc(Cl)c1 | · | · | 4% | -7% | -2 | · | -3%
CC(=O)c1cccc(OCC(O)CN2CCN(C(=O)c3ccco3)CC2)c1 (stereo not given) | ? | -7 | 1% | -7% | -33 | -6 | 15%
O=C(Cn1cccc1)Nc1ccc(F)cc1F | 8% | -1 | ? | -14% | -5 | -3 | -12%
Cc1ccc(C(=O)Cn2c(NCCO)nc3ccccc32)cc1 | 5% | 35 | -15% | 3% | -13 | -1 | 1%
Cc1ccccc1NC(=O)CSc1ccc(-c2ccc(-n3cccn3)cc2)nn1 | · | · | ? | -18% | -23 | · | 19%
CCOC(=O)c1c(NC(=O)/C=C/C(=O)O)sc(C)c1-c1ccc(C)c(C)c1 | 25% | 1 | -6% | -8% | -27 | 1 | 10%
O=C(CSc1nnc(-c2cccnc2)o1)Nc1ccc(Cl)cc1 | -15% | 19 | -6% | -3% | 9 | 1 | 15%
O=C(NCCNC(=O)c1ccccn1)c1ccccc1 | 17% | 5 | ? | -2% | -19 | 0 | 1%
Cc1c(C(=O)NCC2CCCO2)oc2ccc3c(c12)C(=O)CC(C)(C)O3 (stereo not given) | 3% | 75* | -4% | 15% | 44 | 40* | -17%
CCOc1ccc(S(=O)(=O)N2CCCCC2)cc1NC(=O)C1CSC2(C)CCC(=O)N12 (stereo not given) | · | · | ? | 80%[activator] | -27 | · | -22%
CCOC(=O)C(C)Oc1cc(C)cc2oc(=O)c3c(c12)CCCC3 (stereo not given) | 7% | -11 | -4% | 12% | 26 | -1 | 0%
O=C1c2cccc3cccc(c23)C(=O)N1c1ccc2ncccc2c1 | -5% | -4 | -13% | -18% | -31 | -6 | -6%
CCC1CCCCN1CCCNC(=O)c1ccc2c(=O)n(CCOC)c(=O)[nH]c2c1 (stereo not given) | -1% | -3 | -4% | -12% | -38 | -5 | -7%

Full records, looked up by structure:
Profile of Cc1c(C(=O)NCC2CCCO2)oc2ccc3c(c12)C(=O)CC(C)(C)O3 (stereo not given) = Giardia FBPA inh: 3%; Shiga inhibitor: 75*; AmpC inh detg: -4%; AmpC no deterg: 15%; HCMV antiviral: 44; CHX counter: 40*; AMA1-RON2 inh: -17%
Profile of O=C(NC(=S)Nc1ccccc1Br)c1ccco1 = Giardia FBPA inh: -13%; Shiga inhibitor: 99*; AmpC inh detg: 4%; AmpC no deterg: -16%; HCMV antiviral: 30; CHX counter: 54*; AMA1-RON2 inh: 3%

Continued:
SMILES | Giardia FBPA inh | Shiga inhibitor | AmpC inh detg | AmpC no deterg | HCMV antiviral | CHX counter | AMA1-RON2 inh
CCCC(=O)Nc1nnc(/C=C/c2ccc(OC)cc2)s1 | 9% | 21 | -5% | -6% | 16 | 19* | 0%
O=C(NCCCNC(=O)c1ccccc1Cl)c1cnccn1 | 0% | -8 | ? | -7% | 9 | -1 | 10%
Cc1ccc(OCCn2nc3ccccc3n2)c(C)c1 | -9% | 38* | ? | -5% | 33 | 32* | 7%
CC1CC(C)CN(CCC(=O)Nc2ccc3c(c2)CCC3)C1 (stereo not given) | -6% | 45 | 2% | -10% | ? | -6 | 0%
COc1ccc(-c2cc(=O)oc3c(C)c(OCC(=O)NCC4CCC(C(=O)O)CC4)ccc23)cc1 (stereo not given) | 13% | -4 | -8% | -24% | 13 | -1 | 9%
Cc1ccc(S(=O)(=O)N2CCN(C(=O)c3c(-c4ccccc4)noc3C)CC2)c(C)c1 | 7% | -3 | -11% | 12% | ? | 1 | 3%
Cc1ccc(NC(=O)CN(C)C(=O)CNC(=O)c2cccs2)cc1 | · | · | -13% | -42% | -13 | · | -3%
CC(C)N=C(NS(=O)(=O)NC(=O)c1ccccc1)c1ccccc1 | 6% | -9 | 1% | -50% | -28 | -10 | 9%
Nc1nonc1-n1nnc(C(=O)N/N=C/c2ccccc2Cl)c1COc1ccc(F)cc1 | ? | -8 | 8% | -32% | 41 | -4 | 3%
O=C(OCC(=O)N1CCOCC1)c1c(Cl)ccc(Cl)c1Cl | 4% | 4 | 2% | -14% | ? | -4 | -1%
CCNCC(=O)Nc1ccc(N2CCOCC2)cc1 | -12% | -10 | 1% | -17% | ? | -3 | 14%
Cc1cc2c(cc(C(=O)OCC(=O)NCc3cccs3)n2C(C)C)o1 | -8% | -10 | 2% | -17% | · | -3 | -19%
C#CCOCCOCCOCCNc1nc(N2CCN(C(=O)C(CCC(=O)O)n3cc(C(N)CC(C)C)nn3)CC2)nc(N2CCN(C(=O)C(Cc3cc4ccccc4[nH]3)n3cc(C(N)Cc4ccc(O)cc4)nn3)CC2)n1 (stereo not given) | -17% | -10 | 3% | 203%[activator] | · | -3 | 12%
CN(C)/C=C1\C(=O)N(c2ccc([N+](=O)[O-])cc2)N=C1c1ccccc1 | -13% | 93* | -10% | -51% | 108 | 32* | -12%
COc1ccc(CCNC(=S)Nc2ccc(C)cc2C)cc1 | 8% | 16 | -7% | -18% | -76* | -1 | -6%
CCS(=O)(=O)c1ccc(Sc2nncn2C)c([N+](=O)[O-])c1 | -30% | 40 | 1% | -13% | -8 | 13 | 2%
CCCNC(=O)c1cc(C)no1 | 3% | 49 | 3% | -8% | 5 | 8 | -12%
